# Screening data deposited in PubChem by NCI.
# NCI-60 one-dose screen, 48 h, at 10 µM unless noted. Numbers give growth in % (100 = growth as untreated, 0 = no growth, -100 = all killed).
# LOX IMVI: LOX IMVI melanoma; 7.4% of 79,000 active
# UACC-62: UACC-62 melanoma | AID 1794756 | 5.4% of 81,000 active
# MDA-MB-435: MDA-MB-435 melanoma. 7.8% of 82,000 active. AID 1794794
# SK-MEL-28: SK-MEL-28 melanoma; 4.1% of 81,000 active; AID 1794761
# SK-MEL-2: SK-MEL-2 melanoma; AID 1794763; 4.7% of 77,000 active
# MALME-3M: MALME-3M melanoma | 5.8% of 78,000 active | AID 1794766
# SK-MEL-5: SK-MEL-5 melanoma. AID 1794755. 6.4% of 80,000 active
# UACC-257: UACC-257 melanoma | 4.4% of 78,000 active | AID 1794764
# Numbers without * were called inactive; / = not tested or not shown; & = joins results of further samples. Rule for the calls: active = growth percent below 10; inactive = the rest.
SMILES,LOX IMVI,UACC-62,MDA-MB-435,SK-MEL-28,SK-MEL-2,MALME-3M,SK-MEL-5,UACC-257
O=c1[nH]c2c(cc1S(=O)(=O)c1ccccc1)CCc1[nH]ncc1-2,101,101,107,111,89,113,109,106
COc1ccc(C2C(C#N)=C(N)Oc3c2sc2c(Br)cccc32)cc1 (configuration not stated),29,11,-18*,59,11,37,29,65
S=C(c1ccccc1)N1CCN(c2cccc(Cl)c2)CC1,105,91,81,121,100,97,96,103
COc1ccc(C(C)=O)cc1OCc1ccccc1,92&101,104&100,102&98,110&108,104&133,106&102,106&96,102&111
CCCC(C)NCCCCCNc1cc(OC)cc2cccnc12 (configuration not stated),87,98,91,92,109,123,93,99
CCCCCCCCCCCCNC(=O)N1C(=O)CCC1C(=O)NCc1ccc(Cl)cc1Cl (configuration not stated),91,61,94,99,95,82,81,97
O=C(O)c1cc(N2CCCCC2)ccn1,96,96,107,109,95,95,104,106
COc1c(F)ccc(C(=O)Nc2ccc3nc(NC(=O)C4CCCN(S(=O)(=O)c5ccc(Br)s5)C4)sc3c2)c1F (configuration not stated),79,76,84,95,82,89,82,89
CCCc1ccc(-c2cc(C(Cl)Cl)no2)cc1,104,92,100,98,121,99,103,114
CN(C)c1ccc(NC(=O)[C@@H]2CCC(=O)N2)cc1,98,96,103,105,93,96,100,77
O=C(Nc1cccc(Cl)c1)c1cc(Cl)ccc1O,-33*,0.4*,5.7*,10,-18*,-18*,-54*,-4.1*
O=C(NNC(=O)c1ccc([N+](=O)[O-])cc1)c1ccc([N+](=O)[O-])cc1,97,100,101,109,107,112,100,111
NN1CCOC(c2ccccc2)C1 (configuration not stated),95,90,106,112,110,/,103,103
CC(C)(C)Oc1ccc(OC[C@@H]2Cc3cc(F)ccc3CN2C(=O)c2cccc3ccccc23)cc1,79,62,84,87,70,93,77,68
CN(C)c1nc(Cl)nc2c1nc(Cl)n2C1CCCCO1 (configuration not stated),/,108,119,116,100,/,102,124
O=S(O)c1ccccc1,99,94,102,105,87,99,85,93
CCCCCO/N=C\c1c2c(O)c3c(O)c(C)c4c(c3c1O)C(=O)C(C)(O/C=C\C(OC)C(C)C(OC(C)=O)C(C)C(O)C(C)C(O)C(C)/C=C\C=C(\C)C(=O)N2)O4 (configuration not stated),23,24,16,39,-38*,41,15,8.6*
CCc1ccccc1N/N=C/c1cn(-c2ccc(C(=O)O)cc2)nc1-c1cc2ccccc2oc1=O,96,92,114,120,92,97,95,116
c1cn2cc(-c3ccsc3)nc(-c3ccc4c(c3)ncn4C3CCCCC3)c2n1,95,82,108,112,96,131,75,116
Fc1ccc2nc(Cl)c(Cn3nnc(SCc4ccccc4)n3)cc2c1,94,100,100,104,102,104,102,104
OC1(c2ccccc2Cc2ccccc2)c2ccccc2Oc2ccccc21,84,78,98,102,71,100,96,/
N=C1C(c2nc(-c3ccc(Br)cc3)cs2)=C(O)CN1CC1CCCO1 (configuration not stated),61,105,89,107,90,112,102,84
C=C(C[n+]1ccccc1)[C@@H]1CC[C@]2(C(=O)O)CC[C@]3(C)[C@H](CC[C@@H]4[C@@]5(C)CCC(=O)C(C)(C)[C@@H]5CC[C@]43C)[C@@H]12,97,97,107,103,95,96,109,78
CCC(=C(c1ccc(OCCN2CCCCC2)cc1)c1ccc(OCCN2CCCCC2)cc1)c1ccc(Cl)cc1,-85*,-90*,-96*,-97*,-76*,-83*,-97*,-77*
COc1cc(NC(=O)CSc2nc3ccccc3c(=O)n2CCc2ccccc2)cc(OC)c1OC,31,25,32,38,-2.2*,/,-42*,39
O=C1N=C2SC=C(c3ccc(Cl)cc3)N2C1CCN1CCOCC1 (configuration not stated),90,87,80,97,109,102,87,97
O=S(=O)(Oc1ccc(-c2cn3ccoc3n2)cc1)C1CCCCC1,100,85,99,100,99,103,91,106
Cc1cccc2c(=O)c3ccccc3oc12,95&91,98&101,107&107,110&112,115&93,119&99,101&87,119&106
CCCCNCC(O)c1cc(-c2ccc(C(F)(F)F)cc2)nc(-c2ccc(C(F)(F)F)cc2)c1 (configuration not stated),-67*,-83*,-69*,-85*,-67*,-42*,-24*,-70*
COc1ccc2[nH]c(O)c(N=Nc3nc(-c4ccccc4)cs3)c2c1,14,31,40,45,84,22,69,59
Nc1ccccc1Br,104,108,104,103,/,96,100,107
Cc1ncc(CC#N)c2c1OC(C)(C)OC2,97,106,115,106,117,103,102,114
O=c1[nH]c(N2CCCCC2)nc2scc(-c3ccccc3)c12,102,92,103,105,/,93,100,88
Cc1cc(O)c(Cl)c(C)c1Cl,99,102,106,106,114,98,100,107
S=C1SC2=Nc3ccc(Cl)cc3C(c3ccccc3)N2C2=NCCN12 (configuration not stated),95,84,90,123,111,115,93,93
CCSCC1CC(O)(c2ccccc2)C(c2ccccc2)C(c2ccc(F)cc2)O1 (configuration not stated),-65*,-44*,-19*,-39*,-0.9*,-38*,-84*,4.9*
C/C(=N/NC(N)=O)c1ccc(C)o1,107,85,109,99,108,109,101,105
CCc1oc2ccccc2c1C(=O)c1ccc(OCCN(CC)CC)cc1,103,57,86,79,97,75,58,60
CNC(=O)c1cc(N2CCc3cc(NC(=O)Nc4cc(C(F)(F)F)cc(C(F)(F)F)c4)ccc32)ccn1,99,73,95,100,110,63,93,89
O=C(c1ccco1)N1CCN(C(=O)c2ccco2)CC1,97,103,104,104,102,115,99,/
COc1ccc2c(c1)c(-c1nc(-c3cn(C)c4c(Cl)nccc34)cs1)cn2C,89,85,92,98,93,123,93,70
CC/C(=C\c1ccc(O)cc1O)c1ccc2ccc(O)cc2[o+]1,98,86,116,114,114,95,99,101
CCOc1ccc(Nc2ccnc3cc(Cl)ccc23)cc1,-22*,22,-7.5*,31,-41*,-25*,-12*,-34*
O=C(/C=C/c1ccc(Cl)cc1)Nc1ncc(Cc2ccc(Br)cc2)s1,37,22,44,72,/,97,35,62
O=c1cc[nH]cc1,101,89,101,114,/,84,95,/
COC(=O)c1c(C)nc(Nc2nc3ccccc3s2)nc1-c1ccc(Cl)cc1Cl,101,96,111,109,120,97,105,111
NCCCCCCCCCCN,94,117,106,109,100,106,94,106
CSc1nc(N)c2c(n1)NC(c1ccc(Cl)cc1)CC(c1ccc3c(c1)OCO3)=N2 (configuration not stated),81,72,71,91,97,90,79,101
CCOc1ccc(/C=N/NC(=O)C(=O)N/N=C/c2ccc(OCC)c(OCC)c2)cc1OCC,98,92,113,109,103,103,/,109
CCCCCCCCn1ccc2cc(NC(=O)CN3CCN(c4cc(C)nc(N5CCC(C)CC5)n4)CC3)ccc21,84,82,94,96,104,80,99,94

# Copied from the listing (18 entries):
SMILES,LOX IMVI,UACC-62,MDA-MB-435,SK-MEL-28,SK-MEL-2,MALME-3M,SK-MEL-5,UACC-257
COc1ccc2[nH]c(O)c(N=Nc3nc(-c4ccccc4)cs3)c2c1,14,31,40,45,84,22,69,59
Nc1ccccc1Br,104,108,104,103,/,96,100,107
Cc1ncc(CC#N)c2c1OC(C)(C)OC2,97,106,115,106,117,103,102,114
O=c1[nH]c(N2CCCCC2)nc2scc(-c3ccccc3)c12,102,92,103,105,/,93,100,88
Cc1cc(O)c(Cl)c(C)c1Cl,99,102,106,106,114,98,100,107
S=C1SC2=Nc3ccc(Cl)cc3C(c3ccccc3)N2C2=NCCN12 (configuration not stated),95,84,90,123,111,115,93,93
CCSCC1CC(O)(c2ccccc2)C(c2ccccc2)C(c2ccc(F)cc2)O1 (configuration not stated),-65*,-44*,-19*,-39*,-0.9*,-38*,-84*,4.9*
C/C(=N/NC(N)=O)c1ccc(C)o1,107,85,109,99,108,109,101,105
CCc1oc2ccccc2c1C(=O)c1ccc(OCCN(CC)CC)cc1,103,57,86,79,97,75,58,60
CNC(=O)c1cc(N2CCc3cc(NC(=O)Nc4cc(C(F)(F)F)cc(C(F)(F)F)c4)ccc32)ccn1,99,73,95,100,110,63,93,89
O=C(c1ccco1)N1CCN(C(=O)c2ccco2)CC1,97,103,104,104,102,115,99,/
COc1ccc2c(c1)c(-c1nc(-c3cn(C)c4c(Cl)nccc34)cs1)cn2C,89,85,92,98,93,123,93,70
CC/C(=C\c1ccc(O)cc1O)c1ccc2ccc(O)cc2[o+]1,98,86,116,114,114,95,99,101
CCOc1ccc(Nc2ccnc3cc(Cl)ccc23)cc1,-22*,22,-7.5*,31,-41*,-25*,-12*,-34*
O=C(/C=C/c1ccc(Cl)cc1)Nc1ncc(Cc2ccc(Br)cc2)s1,37,22,44,72,/,97,35,62
O=c1cc[nH]cc1,101,89,101,114,/,84,95,/
COC(=O)c1c(C)nc(Nc2nc3ccccc3s2)nc1-c1ccc(Cl)cc1Cl,101,96,111,109,120,97,105,111
NCCCCCCCCCCN,94,117,106,109,100,106,94,106

# Remaining list, next part.
SMILES,LOX IMVI,UACC-62,MDA-MB-435,SK-MEL-28,SK-MEL-2,MALME-3M,SK-MEL-5,UACC-257
CNc1cc(N2CCC3(CC2)CN(c2cc(F)c(CN4CCC(C)(C)CC4)cc2F)CC(=O)N3)ncn1,95,88,79,89,108,76,97,110
COc1ccc(-c2cc(-c3cc(OC)c(OC)c(OC)c3)c(C#N)c(=O)n2Cc2ccc(C(=O)NO)cc2)cc1,97,97,93,109,102,96,98,98
O=C(/C=C/c1ccc2c(c1)OCO2)c1ccc([N+](=O)[O-])cc1,97,81,102,114,95,/,97,97
COc1ccc(OC)c(Nc2nc3c(s2)C2=CC[C@H]4[C@@H]5CC[C@H]([C@H](C)CCCC(C)C)[C@@]5(C)CC[C@@H]4[C@@]2(C)CC3)c1,99,95,104,107,100,98,109,104
COC(=O)c1c(Cl)c(Cl)c(Cl)c(Cl)c1C(=O)OC,104,97,109,109,115,111,126,109
CCOC(=O)c1nnn(Cc2cc(=O)oc3ccc(C)cc23)c1C,97,89,103,112,99,106,101,89
CCN1CCN(Cc2ccc(C(=O)N=Nc3c(O)[nH]c4ccc(F)cc34)cc2C(F)(F)F)CC1,97,104,111,106,114,112,92,103
Cc1cc(Br)nnc1Br,108,111,114,114,123,/,95,133
Brc1cc(Br)c(N=Nc2c(Br)cc(Br)cc2Br)c(Br)c1,92,102,98,99,109,84,98,81
CC(C)=C(C)C1CC1CCNS(=O)(=O)c1ccc(C)cc1 (configuration not stated),97,93,100,100,93,101,100,111
CCOS(=O)(=O)c1ccc([N+](=O)[O-])cc1,98,101,107,107,102,113,102,95
O=S1(=O)c2ccccc2NC(c2ccc(Cl)cc2)C1c1ccccc1 (configuration not stated),96,70,108,143,/,126,100,105
Cc1cccc(Oc2c(/C=N/NC(=O)Cn3c(=O)sc4ccccc43)c(C)nn2-c2ccccc2)c1,84,57,81,109,72,85,51,91
CCCCCCCC/C=C\CCCCCCCC(=O)OC,109,101,105,110,112,/,97,100
C/C(=C(\c1ccc(OCCN2CCOCC2)cc1)c1ccc(OC(=O)C2CCCCC2)cc1)c1ccc(Cl)cc1,102,88,94,99,93,104,92,99
COC(=O)CCC(=O)Nc1ccccc1,97,99,117,125,111,122,126,104
O=C1C(c2nnc(-c3ccccc3)n2-c2ccc(Cl)cc2)=C(O)c2ccccc21,104,94,116,113,106,105,95,96
O=C(CSc1nnc(-c2c[nH]c3ccccc23)n1-c1ccccc1)c1ccccc1,29,73,87,100,92,37,91,103
COc1cc(CNC(=O)/C=C/C=C/c2ccc3c(c2)OCO3)ccc1OCc1cn(-c2ccccc2[N+](=O)[O-])nn1,91,86,95,104,115,93,92,103
CC1OC(O[C@@H]2[C@H](O)C(CO)OC(O[C@H]3COC(O[C@H]4CC[C@]5(C)[C@H]6CC[C@]78OC[C@@]9(CC[C@](C)(C=O)C[C@H]97)C(=O)C[C@@]8(C)[C@]6(C)CC[C@H]5C4(C)C)[C@@H](O)[C@@H]3O)[C@H]2OC2OC[C@@H](O)[C@@H](O)[C@@H]2O)[C@@H](O)[C@@H](O)[C@H]1O (some centres not stated),88,/,105,/,99,98,/,95
O=C(NCCCNc1nccc(-c2c(-c3cccc(F)c3)nc3sccn23)n1)c1c(F)cccc1F,35,29,40,72,80,76,37,89
CC(=O)NC(C)=O,101,111,104,110,/,117,109,88

# Structural class: the compounds so far containing two or more sulfur atoms
SMILES,LOX IMVI,UACC-62,MDA-MB-435,SK-MEL-28,SK-MEL-2,MALME-3M,SK-MEL-5,UACC-257
COc1c(F)ccc(C(=O)Nc2ccc3nc(NC(=O)C4CCCN(S(=O)(=O)c5ccc(Br)s5)C4)sc3c2)c1F (configuration not stated),79,76,84,95,82,89,82,89
S=C1SC2=Nc3ccc(Cl)cc3C(c3ccccc3)N2C2=NCCN12 (configuration not stated),95,84,90,123,111,115,93,93
